INS promoter inh = TRM-6 insulin promoter activity inhibition; 0.9% of 130,000 active; AID 1273; inhibition, % at 2 µM; TRM-6 cells (human fetal islet line), insulin promoter-eGFP reporter, imaging; reporter expression induced with tamoxifen;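 active = inhibition above the mean plus 3 SD, with well images judged a real hit on visual review, cut at about 60% in these data, passing the limit was not always enough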
sdo1 growth = sdo1-depleted yeast growth rescue; z-score at 10 µM; S. cerevisiae sdo1-depleted JHY4D growth rescue, OD600 30 h; hits give high values; pdr5 snq2 efflux-pump mutant strain; 0.21% of 140,000 active;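 active = z-score above 3 at both the 24 hr and the 30 hr optical density reads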;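 note: z-score against mean and SD of all compound wells on the same plate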
sdo1 growth Rescue 24 h = further read-out of sdo1 growth, marked with its call; z-score; S. cerevisiae sdo1-depleted JHY4D growth rescue, OD600; measured here: growth rescue at 24 h;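 0 is the plate mean of compound wells and units are plate SD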
Active calls of the source: *; / = no result given. The list is partial; rates above refer to the full screens.

The line under a structure holds: INS promoter inh, sdo1 growth, sdo1 growth Rescue 24 h
> Nc1c(N(CCO)C(=O)COc2ccc(Cl)cc2)c(=O)[nH]c(=O)n1Cc1ccccc1
→ 13.3, 1.03, 0.55
> CNC(=O)CN1C(=O)NC2(CCc3ccccc32)C1=O (configuration not stated)
→ -43.2, -0.01, -0.71
> COc1ccc(C2Nc3ccccc3C(=O)N2c2ccc(C)cc2)cc1Cn1cc([N+](=O)[O-])cn1 (configuration not stated)
→ 10.0, -1.17, -0.77
> O=C(C1CCC1)N1CCc2cc(S(=O)(=O)Nc3ccc4c(c3)OCCO4)ccc21
→ -56.2, -0.29, -0.05
> CC(=O)Nc1nc2c(c3c1c(=O)oc1ccccc13)CC(C)CC2 (configuration not stated)
→ -69.2, -1.1, -1.42
> CN(C)CCCOC(=O)c1ccccc1Cl
→ -9.4, 1.83, 0.99
> O=C(NC1CCCC1)C(c1cccs1)N(Cc1ccco1)C(=O)c1csnn1 (configuration not stated)
→ 30.6, 0.15, 0.78
> COc1ccc(OCc2cccc(C(=O)NN)c2)cc1
→ 0.0, 0.71, 0.62
> CN(C)/C=N/c1[nH]ncc1C#N
→ -18.5, /, /
> Cn1c(=O)oc2cc(S(=O)(=O)N3CCC(C(=O)NCC4COc5ccccc5O4)CC3)ccc21 (configuration not stated)
→ /, 0.36, 0.44
> Cc1ccc(S(=O)(=O)N2CCC(C(=O)Nc3nnc(C4CCCC4)s3)CC2)cc1
→ /, 0.06, 0.99
> O=C(Nc1cc([N+](=O)[O-])ccc1Cl)c1ccc2c(c1)OCO2
→ -11.1, /, /
> CC(=O)Nc1ccc(OCC(O)Cn2nc(C)c(Br)c2C)cc1 (configuration not stated)
→ 43.8, 1.16, 0.78
> Cc1ccc2nc(NCCCNC(=O)c3cnccn3)c(C#N)cc2c1
→ /, 0.33, -0.18
> Cc1ccc2c(c1)/C(=N/OC(=O)c1ccc(F)cc1)CCS2
→ 3.6, 0.35, 1.16
> COc1ccc(C(=O)CSc2n[nH]c(-c3ccco3)n2)cc1
→ /, 0.1, 0.27
> CSC1=N/C(=C\c2ccc(C)s2)C(=O)S1
→ 0.0, -0.87, -0.59
> CCOC(=O)N1C(=O)C2(CCCCC2)N(c2ccccc2Cl)C1=S
→ -11.1, -0.29, -0.21
> COC(=O)c1ccccc1N=C(SC)N(C)C
→ 17.1, -0.07, -0.42
> Cc1oc(-c2ccc(Cl)cc2)nc1CN1CCCC(C(=O)NCCCN2CCOCC2)C1 (configuration not stated)
→ /, 0.63, -0.03
> CCOC(=O)c1ccc(NC(=O)Cn2nnc(-c3ccc(C)cc3)n2)cc1
→ 50.0, 1.01, 0.78
> Cc1nc(Nc2nc3ccccc3o2)nc2c1CCC2
→ 12.5, 0.01, -0.58
> CCOc1cc(/C=N\NC(=O)C2C(=O)NCC2c2ccccc2)ccc1OC (configuration not stated)
→ 11.1, 0.29, 0.28
> CCCCN(CC)CCCNC(=O)Cn1nc(Cc2ccncc2)c2ccccc2c1=O
→ -8.7, -0.19, -0.49
> Cc1ccc2nsnc2c1S(=O)(=O)NCCc1c(C)[nH]c2ccc(F)cc12
→ /, 0.21, -0.16
> COC(=O)Nc1sc2c(c1C(=O)NCc1ccco1)CCCC2
→ -18.8, -0.64, -0.34
> CN(C)c1ccnc(NCc2ccccc2)c1C#N
→ 42.9, 0.32, -0.24
> O=C(CN1CCCCCCC1)N/N=C/c1ccc(F)c(F)c1
→ 13.2, 1.75, 1.87
> O=[N+]([O-])c1ccc(Cl)c(/C=N/NC(=S)Nc2ccccc2)c1
→ -4.5, 0.1, 1.61
> CCC(=O)n1nc(-c2ccco2)nc1SCc1ccccc1
→ 72.4, 0.92, 1.24
> CC(NC(=O)NCCCn1ccnc1)(C(F)(F)F)C(F)(F)F
→ /, -0.51, -1.03
> Cc1ccc(C(=O)Nc2cc(=O)n(C)c(=O)n2C)cc1C
→ /, -0.81, -0.83
> CC(C)(C)n1nnnc1CN1CCN(C2CCCC2)CC1
→ -2.7, 3.04, 2.91
> Cn1c(C(=O)N2CCN(Cc3ccc4c(c3)OCO4)CC2)cc2c(=O)n(C)c3ccccc3c21
→ /, -0.58, -0.57
> Cc1ccc(N2C(=O)N(CC(=O)N3CCCc4ccccc43)C(=O)C2C)cc1 (configuration not stated)
→ 5.6, -0.44, -1.12
> CCOC(=O)Cn1cnc2c(nnn2Cc2ccc(Cl)cc2)c1=O
→ /, -0.03, -0.34
> Nc1ccc(/C=C/C(=O)c2ccco2)cc1
→ -5.1, -0.32, -0.58
> COc1ccc(C2CC(c3ccccc3)=NN2C(=O)COC(=O)c2ccc(Cl)nc2)cc1 (configuration not stated)
→ /, 0.16, 0.3
> COc1ccc(CNC(=O)C(=O)NCC2OCCN2S(=O)(=O)c2cccs2)cc1 (configuration not stated)
→ -33.3, 0.29, 0.84
> CCN(CC)CCNC(=O)c1ccc(Cl)c(S(=O)(=O)Nc2ccccc2OC)c1
→ 2.9, -0.04, -1.01

Some of the entries so far, with each value named:
> Cc1ccc(S(=O)(=O)N2CCC(C(=O)Nc3nnc(C4CCCC4)s3)CC2)cc1
  INS promoter inh: /
  sdo1 growth: 0.06
  sdo1 growth Rescue 24 h: 0.99

> O=C(Nc1cc([N+](=O)[O-])ccc1Cl)c1ccc2c(c1)OCO2
  INS promoter inh: -11.1
  sdo1 growth: /
  sdo1 growth Rescue 24 h: /

More entries:
SMILES | INS promoter inh | sdo1 growth | sdo1 growth Rescue 24 h
O=C1CCCc2c1cc(C(=O)NCCCN1CCOCC1)c(=O)n2-c1ccc(Cl)cc1 | / | -0.2 | -0.76
O=S(=O)(c1ccc(NCc2ccc(F)cc2)nc1)N1CCCC1 | -7.1 | / | /
CC(Oc1ccc(-c2ccccc2)cc1)C(=O)N1CCOCC1 (configuration not stated) | -50.0 | 2.48 | 2.28
Cc1cccc(C)c1NC(=O)CN(C)CC(=O)Nc1ccc(F)c(Cl)c1 | 50.0 | / | /
CCN(C(=O)CSc1nc(-c2ccccc2)c(-c2ccccc2)[nH]1)C1CCS(=O)(=O)C1 (configuration not stated) | -56.2 | -0.58 | -2.13
CCc1ccc(NC(=O)CN(c2cccc(C)c2)S(C)(=O)=O)cc1 | / | 0.92 | 0.09
N#Cc1c(C(F)(F)F)cc(-c2ccccc2)nc1SCC(=O)N1CCOCC1 | 22.6 | -0.26 | -0.57
Nc1nc(NCC2CCCO2)nc(NCC2CCCO2)c1[N+](=O)[O-] (configuration not stated) | / | 1.32 | 1.16
Cc1noc(C)c1COC(=O)CCCc1nc2ccccc2s1 | -24.2 | -0.22 | -0.36
CC(=O)N[C@@H](CS)C(=O)O | -13.0 | 1.42 | 1.26
O=C(CS(=O)(=O)Cc1ccccc1)N1CCc2ccccc2C1 | 43.6 | 0.28 | 0.02
CC(=O)NC1C(=O)N(CCc2ccccc2)c2ccccc21 (configuration not stated) | / | 0.14 | 0.41
Cc1nc2c(-c3ccc(F)cc3)c(C)nn2c(C)c1CCC(=O)NCCN1CCOCC1 | / | 0.14 | -0.68
CCOC(=O)CN1C(=O)CN(c2ccc(C)c(C)c2)C1=O | 16.7 | -0.33 | -0.75
Cc1ccc(N2C(=O)C(F)(F)C2c2ccccc2)cc1 (configuration not stated) | -7.1 | / | /
c1ccc2c(c1)nc(-c1ccncc1)n1nnnc21 | -15.8 | -0.39 | -0.69
CCOc1ccc(NC(=O)c2csc3c2CCCC3)cc1 | 21.9 | -1.2 | -0.34
CCCC(c1nnnn1C(C)(C)C)N1CCN(Cc2ccccc2OC)CC1 (configuration not stated) | -33.3 | / | /
CN1CCN(C(=O)c2ccc(N3CCCC3=O)cc2)CC1 | 0.0 | 1.17 | 0.79
COC(=O)c1cc(C(=O)OC)cc(-n2c(C)cc(C(=O)CC#N)c2C)c1 | / | -0.06 | 0.81
COc1cc(/C=N/NC(=O)CCn2cnc(-c3ccccc3)c2-c2ccccc2)ccc1O | / | 0.24 | 0.37
O=c1cc(-c2ccccc2)nc2nc(SCc3ccccc3)[nH]n12 | -42.9 | 1.45 | 1.85
Cc1cc2nc(SCCN3CCCC3)[nH]c2cc1C | 38.5 | 0.63 | -0.34
O=C(c1ccc2snnc2c1)N1CCN(c2ccccc2)CC1 | -14.3 | 0.77 | 1.32
O=C1NCCN1C(=O)C12CC3CC(CC(C3)C1)C2 | -14.3 | 0.23 | 0.23
O=C(N/C(=C/c1ccccc1Cl)C(=O)N1CCCC1)c1ccccc1 | 0.0 | / | /
CSC1=NCCN1S(=O)(=O)c1ccc(C)cc1 | 78.6* | / | /
CCCC1CC(C)(C(=O)CSc2n[nH]c(-c3ccccc3)n2)OC1=O (configuration not stated) | -207.1 | -0.67 | -0.69
COc1ccc(C=NCCCN2CCOCC2)cc1 | 23.7 | 0.43 | 0.07
CC(NC(=O)c1ccccc1Cl)C1COc2ccccc2O1 (configuration not stated) | -1.4 | -0.38 | -1.03
O=C(CCCn1c(=O)[nH]c2cc(Cl)ccc2c1=O)N1CCN(c2ccc([N+](=O)[O-])cc2)CC1 | 11.5 | 0.2 | -0.22
CN(c1ccc(C(=O)Nc2cccnc2)cc1)S(C)(=O)=O | -23.7 | 0.49 | 0.47
Cc1cc(C)n(-c2nc3ccccc3nc2N2CCCC2)n1 | -393.3 | 0.05 | 0.63
O=C(NCCOc1nc(N2CCOCC2)nc(N2CCOCC2)n1)Nc1ccccc1 | -23.1 | 0.13 | 1.41
O=C(CCC(=O)N1CCN(S(=O)(=O)c2ccc(Cl)cc2)CC1)Nc1ccc(Cl)cc1Cl | -64.3 | -1.85 | -1.27
COc1ccc(/C=N/Nc2nonc2N)cc1 | 20.0 | 0.23 | -0.28
Cn1cc(CNC(=O)/C=C/c2ccc(Cl)cc2)cn1 | -46.1 | 0.17 | -0.55
COc1ccc2c(c1)sc(N)[n+]2Cc1cc(C)cc2cccnc12 | / | 9.73* | 3.48*
Cc1cc(C(F)(F)F)c2sc(N)nc2n1 | / | -0.04 | 0.05
COc1cc(NC(=O)c2cc(Cl)ccc2Cl)ccc1-c1cc2ccccc2oc1=O | -106.5 | -1.38 | -0.76
CC1CCCN(CCOCCOc2ccccc2-c2ccccc2)C1 (configuration not stated) | -7.1 | -0.69 | -0.25
CCC(C)(C)n1nnnc1C(c1cccc(C#N)c1)N1CCN(c2cccc(C)c2C)CC1 (configuration not stated) | 0.0 | -1.33 | -1.15
Cc1ccc(Nc2cc(C)nc3nc(C)nn23)cc1 | 31.7 | 1.44 | 1.46
O=c1c2ccccc2nnn1CSc1nc2sc3c(c2c(=O)n1CC1CCCO1)CCC3 (configuration not stated) | 27.3 | -1.65 | -0.84
CCCN(C(=O)CSc1nnnn1C)c1c(N)n(Cc2ccccc2)c(=O)[nH]c1=O | -90.9 | / | /
O=C(CCC1CCCN(C(=O)C2=CCCC2)C1)N1CCN(c2ccccn2)CC1 (configuration not stated) | -28.6 | / | /
CC(Nc1ccc2c(c1)OCCO2)C(=O)Nc1ccc2c(c1)OCO2 (configuration not stated) | 21.4 | / | /
O=S(=O)(Nc1ccc(-n2cccc2)cc1)c1ccc(Cl)cc1Cl | 50.0 | -2.45 | -1.68
C=CCOc1nc(-c2ccncc2)nc2ccccc12 | / | -2.65 | -1.6
Cc1ccc(C)c(CN2C(=O)COc3ccc(C(=O)c4ccccc4C(=O)O)cc32)c1 | 30.8 | / | /

Further entries
SMILES | INS promoter inh | sdo1 growth | sdo1 growth Rescue 24 h
CC1=NN(c2ccccc2)C(=O)/C1=C/c1c(O)n(-c2ccc(F)cc2)[nH]c1=O | / | 1.2 | 1.22
COc1ccc(N(C(=O)c2ccc(F)cc2)C2=CC3CCC(C2)N3C)cc1 (configuration not stated) | -38.7 | 1.73 | 1.83
Cc1ccc(-n2nc(C)c3c(-c4cccs4)c(C#N)c(N)nc32)cc1 | / | -1.12 | 0.56
O=C(CN1C(=O)COc2ccccc21)c1cccc(Cl)c1 | -6.1 | 0.32 | 0.45
CCOC(=O)N1CCC(Nc2c(NCCN3CCN(c4cccc(Cl)c4)CC3)c(=O)c2=O)CC1 | / | 0.89 | 0.64
C=C(C)COc1ccc(-c2n[nH]c(C)c2-c2ccccc2OC)c(O)c1 | 0.0 | -1.27 | -0.49
CCOc1ccccc1-n1c(SCC(=O)Nc2ccc(CC)cc2)nc2n[nH]c(C)c2c1=N | 28.6 | 0.48 | 0.94
CCOC(=O)c1c(C)[nH]c(C)c1C(=O)CSc1nc(N)cc(=O)[nH]1 | -46.7 | 0.32 | -0.11
COc1ccccc1N1CCN(c2ccc(-c3ccccc3)nn2)CC1 | -80.8 | -0.11 | -0.01
COc1ccccc1CN(Cc1nc2ccccc2c(=O)[nH]1)C(=O)Nc1ccc(C)cc1 | -25.0 | -1.79 | -1.12
CS/C(=N\S(=O)(=O)c1cccs1)NC(=O)CSc1nc2ccccc2s1 | 3.2 | 0.18 | -0.04
COc1ccc(S(=O)(=O)Nc2ccc(N3CCOCC3)cc2)cc1Br | 27.0 | 0.47 | 1.44
CN1C(=O)C2(OCC(COc3ccc(Cl)cc3)O2)c2ccccc21 (configuration not stated) | -7.1 | -0.75 | -0.98
COc1cc(NC(=O)CN2CCCCC2C)c(C)cc1[N+](=O)[O-] (configuration not stated) | -35.1 | -1.36 | -1.37
CS(=O)(=O)N1CCC(Oc2ccccc2C(=O)N2CCCCC2CO)CC1 (configuration not stated) | -4.3 | / | /
Cc1nn(-c2ccccc2)c2sc(C(=O)N3CCCCC3)cc12 | / | -0.3 | 0.32

3 entries from above, with each value named:
COc1cc(/C=N/NC(=O)CCn2cnc(-c3ccccc3)c2-c2ccccc2)ccc1O
  INS promoter inh: /	sdo1 growth: 0.24	sdo1 growth Rescue 24 h: 0.37

Cn1cc(CNC(=O)/C=C/c2ccc(Cl)cc2)cn1
  INS promoter inh: -46.1	sdo1 growth: 0.17	sdo1 growth Rescue 24 h: -0.55

Cc1ccc(C(=O)Nc2cc(=O)n(C)c(=O)n2C)cc1C
  INS promoter inh: /	sdo1 growth: -0.81	sdo1 growth Rescue 24 h: -0.83
